Compound activity as filed in PubChem BioAssay.
AI-2 QS modul = Vibrio harveyi AI-2 quorum sensing modulators, primary screen, JMH597 strain, luminescence/OD600 ratio | Vibrio harveyi JMH597 AI-2 luminescence/OD600 ratio, 9 h; hits give low values; strain lacks LuxN and CqsS sensors; 0 = neutral-control median | activity change, % at 7.5 µM | actives 0.4% (n = 300,000) | AID 2094, 2009; in the data active means activity change below about -75%, passing the limit was not always enough; inconclusive means no clear call, values can overlap the other calls;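 further: luminescence divided by OD600 gain over 9 h not by final OD600 alone; inactives centre near 13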
PolyA inhibitor = polyadenylation inhibitors in yeast reporter cells, primary screen, luminescence, S. cerevisiae | S. cerevisiae SKY197-pL101 polyadenylation reporter, beta-gal luminescence; efflux-impaired pdr1/pdr3 knockout yeast; score 100 = 6 SD above DMSO | calls only at 12 µM | actives 0.02% (n = 300,000) | AID 1875, 2009;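 active means lowest replicate activity score at least 50, where 100 means six control SD above control mean; inconclusive means lowest score under 50 but half or more replicates reach 50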;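 further: yeast exposed to compound for 9 h at 30 °C; higher score means more reporter readthrough which indicates perturbed polyadenylation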
HSP90 inh = HSP90 inhibitors, primary screen, cell lysate, luminescence. Heat shock protein HSP 90 (rabbit reticulocyte lysate; luciferase refolding). Rabbit reticulocyte lysate, luciferase refolding luminescence, 3 h. inhibition, % at 5.6 µM. actives 0.91% (n = 290,000);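 active means inhibition above the screen-wide mean plus 3 SD, computed separately per campaign, cut at about 16% in these data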;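 further: 0% = DMSO wells and 100% = 60 µM geldanamycin wells; inhibitors lower the luminescence because luciferase stays unfolded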
HSF1 inh = HSF1 inhibitors in luciferase reporter cells, primary screen, cell-based, NIH3T3, luminescence; NIH3T3-HGL HSE-luciferase, MG132-induced, luminescence 8 h; hits give low values; activity change, negative = inhibition, % at 7.5 µM (by protocol); actives 0.77% (n = 300,000);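 active means more than half of replicate wells show activity change below -50%, luminescence cut by over half; inconclusive means some wells, but at most half, below -50%; inactive means no replicate well below -50%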;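 further: luciferase reports HSF-1 transcriptional activity via heat shock element; 0% = median of DMSO wells and -100% = zero luminescence signal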
HDAC3 inhib = HDAC3 deacetylase inhibitors, primary screen, biochemical, fluorescence, cell-free homogeneous | inhibition, % at 8.3 µM | actives 0.15% (n = 320,000) | Histone deacetylase 3 (Homo sapiens), O15379 | recombinant HDAC3, fluorogenic peptide/trypsin coupled | AID 2718, 2010; in the data active means inhibition above about 26%, passing the limit was not always enough; inconclusive means no clear call, values can overlap the other calls
Target sequence (O15379 whole entry, looked up): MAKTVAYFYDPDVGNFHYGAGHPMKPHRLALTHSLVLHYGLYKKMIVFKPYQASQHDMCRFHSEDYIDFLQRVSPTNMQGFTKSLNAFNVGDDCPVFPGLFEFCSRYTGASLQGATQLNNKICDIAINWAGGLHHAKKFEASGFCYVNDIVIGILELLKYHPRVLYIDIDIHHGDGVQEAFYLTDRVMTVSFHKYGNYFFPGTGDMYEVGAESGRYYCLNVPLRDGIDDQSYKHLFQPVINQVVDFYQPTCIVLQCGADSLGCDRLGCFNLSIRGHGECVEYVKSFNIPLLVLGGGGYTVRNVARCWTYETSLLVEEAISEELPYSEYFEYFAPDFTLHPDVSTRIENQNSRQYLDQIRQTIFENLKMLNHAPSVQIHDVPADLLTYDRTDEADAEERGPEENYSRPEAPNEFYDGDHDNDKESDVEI
HSF-1 act = HSF-1 activators, primary screen, NIH3T3-HGL cells, MG132 stress, luminescence, single point. actives 1.7% (n = 300,000). AID 504408, 2011. activation, % at 9 µM. NIH3T3-HGL HSF-1 luciferase reporter, 8 h; 100% = twice DMSO control signal;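 active means mean replicate activation of at least 50% with a set share of replicates each reaching 50%; inconclusive means only one of those two conditions met; inactive means mean below 50% and too few replicates reaching it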;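 further: 0% = median of the neutral control wells and 100% = twice that signal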
GSK3B inh = human GSK3beta kinase inhibitors, primary screen, biochemical, cell-free homogeneous, HTS; Glycogen synthase kinase-3 beta (Homo sapiens), P49841; GST-GSK3beta kinase, ADP-Glo luminescence, 60 min; hits give low values; activity score (negative = inhibition), % at 10 µM; actives 0.038% (n = 300,000); AID 2097, 2009;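 active means more than half of replicate wells score below -50%, meaning over 50% inhibition versus plate controls; inconclusive means some replicates but at most half score below -50%; inactive means no replicate scores below -50%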;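 further: 0% = median DMSO wells and -100% = median GW8510 positive control wells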
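Assay system: GST-tagged human GSK3beta kinase, cell-free; Input: 1.6 ng GSK3beta; Medium: Tris/MgCl2 kinase buffer; Timing: 60 min enzyme reaction, room temperature; Signal: ADP-Glo luminescence quantifying ADP generated by kinase; Evaluation: score relative to plate controls; Benchmarks: DMSO neutral wells and GW8510 at 20 µM as positive.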
Dyrk1A ADPGlo = rat Dyrk1A kinase inhibitors, primary screen, biochemical, single point, plate reader. inhibition, % at 12.5 µM. AID 504441, 2011. ADP-Glo luminescence, NFATc1 peptide. Dual specificity tyrosine-phosphorylation-regulated kinase 1A (Rattus norvegicus), Q63470. actives 0.43% (n = 310,000); in the data active means inhibition above about 50%;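 further: plate controls were vehicle with enzyme for no effect and no enzyme for full effect; many of its hits are not listed in these tables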
GSK3A inh = blockers of GSK3A enzyme activity – biochemical, luminescence, cell-free homogeneous, HTS, primary screen; Glycogen synthase kinase-3 alpha (Homo sapiens), P49840; inhibition, % at 10 µM; actives 0.1% (n = 320,000); AID 2650, 2010; GSK-3 alpha kinase, ADP-Glo luminescence, 60 min;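 in the data active means inhibition above about 50%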;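 further: GST-tagged GSK-3 alpha with peptide substrate and 25 µM ATP; 0% = DMSO neutral wells and 100% = GW8510 positive control wells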
Target sequence (P49840 whole entry, looked up): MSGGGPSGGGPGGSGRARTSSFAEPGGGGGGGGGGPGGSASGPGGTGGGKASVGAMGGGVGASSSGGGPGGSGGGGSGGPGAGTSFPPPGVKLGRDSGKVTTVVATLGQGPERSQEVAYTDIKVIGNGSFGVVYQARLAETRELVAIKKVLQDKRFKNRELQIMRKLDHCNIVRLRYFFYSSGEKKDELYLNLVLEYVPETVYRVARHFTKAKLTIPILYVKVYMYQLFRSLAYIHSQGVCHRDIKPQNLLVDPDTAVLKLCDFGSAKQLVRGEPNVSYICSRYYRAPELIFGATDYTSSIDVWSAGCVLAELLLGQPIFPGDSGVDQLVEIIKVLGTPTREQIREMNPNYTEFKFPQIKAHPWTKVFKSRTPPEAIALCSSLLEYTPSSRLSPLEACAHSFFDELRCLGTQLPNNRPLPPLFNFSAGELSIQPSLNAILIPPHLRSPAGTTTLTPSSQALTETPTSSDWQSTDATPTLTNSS
Platelet DG rel = inhibitors of platelet dense granule secretion, primary screen, cell-based, MLPCN, human platelets. human platelet-rich plasma, SFLLRN dense granule ATP release, luminescence. inhibition, %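 (compounds screened at 7.5 µM in platelet-rich plasma)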. actives 0.22% (n = 300,000);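 active means mean replicate score, as percent of positive control, at or above 50; inconclusive means mean below 50 but at least one replicate at or above 50; inactive means mean and every replicate below 50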
Active calls of the source: *.

How did CCOC(=O)c1ccc(S(=O)(=O)N2CCN(c3ccccn3)CC2)cc1 do in these assays?
AI-2 QS modul: 14.4; PolyA inhibitor: inactive; HSP90 inh: -2.7; HSF1 inh: -3.2; HDAC3 inhib: -0.8; HSF-1 act: 1.4; GSK3B inh: 3.4; Dyrk1A ADPGlo: -1.7; GSK3A inh: -0.3; Platelet DG rel: 6.9

How did CCCc1c(C(=O)N/N=C/c2ccccc2OCc2ccc(F)cc2)nnn1-c1nonc1N do in these assays?
AI-2 QS modul: -1.1; PolyA inhibitor: inactive; HSP90 inh: -2.1; HSF1 inh: -21.3; HDAC3 inhib: -1.8; HSF-1 act: -16.8; GSK3B inh: 0.8; Dyrk1A ADPGlo: -11.0; GSK3A inh: -1.6; Platelet DG rel: 5.7

What do the screens show for `CC(=O)N1CCN(C2=NC(=O)C(=C3CCCCC3)S2)CC1`?
AI-2 QS modul: 3.2; PolyA inhibitor: inactive; HSP90 inh: 0.2; HSF1 inh: 18.3; HDAC3 inhib: 1.8; HSF-1 act: 15.7; GSK3B inh: 2.2; Dyrk1A ADPGlo: -3.4; GSK3A inh: -4.1; Platelet DG rel: -3.5

What do the screens show for `CC(C)CC(=O)N1CCN(c2ccc(NC(=O)c3ccco3)cc2)CC1`?
AI-2 QS modul: 20.5; PolyA inhibitor: inactive; HSP90 inh: -1.9; HSF1 inh: 0.7; HDAC3 inhib: inconclusive; HSF-1 act: -7.5; GSK3B inh: -1.5; Dyrk1A ADPGlo: -13.2; GSK3A inh: -2.0; Platelet DG rel: 0.5

What do the screens show for `CC1=C(C)CC(C(=O)NCCCN2CCCC2=O)C(C(=O)O)C1` (stereo not given)?
AI-2 QS modul: 14.2; PolyA inhibitor: inactive; HSP90 inh: -1.0; HSF1 inh: -3.2; HDAC3 inhib: -0.1; HSF-1 act: 6.3; GSK3B inh: -0.9; Dyrk1A ADPGlo: 10.4; GSK3A inh: 2.5; Platelet DG rel: -5.8

How did O=C(NCCC1CCCCN1S(=O)(=O)c1cccs1)C(=O)NCc1ccccc1 (stereo not given) do in these assays?
AI-2 QS modul: 7.4; PolyA inhibitor: inactive; HSF1 inh: -3.9; HSF-1 act: -9.0; GSK3B inh: -5.0; Dyrk1A ADPGlo: -1.8; Platelet DG rel: -10.8

What do the screens show for `O=C(COc1ccccc1Cl)Nc1ccc2c(c1)OCCO2`?
AI-2 QS modul: 22.6; PolyA inhibitor: inactive; HSP90 inh: -3.7; HSF1 inh: 16.1; HDAC3 inhib: -1.3; HSF-1 act: 20.2; GSK3B inh: -27.8; Dyrk1A ADPGlo: 12.2; GSK3A inh: 0.1; Platelet DG rel: -1.9

Results for CCOC(=O)Cc1csc(NC(=S)NC(=O)c2ccc(Cl)cc2)n1 ?
AI-2 QS modul: 4.9; PolyA inhibitor: inactive; HSP90 inh: 4.5; HSF1 inh: inconclusive; HDAC3 inhib: -5.9; HSF-1 act: -61.9; GSK3B inh: 1.4; Dyrk1A ADPGlo: -3.4; GSK3A inh: -1.9; Platelet DG rel: 4.3

Results for CCn1c(SCC(=O)Nc2nc3c(s2)CCCC3)nnc1-c1ccccc1 ?
AI-2 QS modul: 16.8; PolyA inhibitor: inactive; HSP90 inh: -2.1; HSF1 inh: -2.9; HDAC3 inhib: 3.6; HSF-1 act: -1.9; GSK3B inh: -1.3; Dyrk1A ADPGlo: 7.8; GSK3A inh: 12.3; Platelet DG rel: 2.1

What do the screens show for `Cc1ccc2[nH]c(=O)c(CNC(C)(C)C)cc2c1`?
AI-2 QS modul: 14.6; PolyA inhibitor: inactive; HSP90 inh: -2.6; HSF1 inh: -4.9; HDAC3 inhib: -1.9; HSF-1 act: -4.8; GSK3B inh: 1.8; Dyrk1A ADPGlo: 17.6; GSK3A inh: 7.4; Platelet DG rel: -21.0

What do the screens show for `CCNC(=S)NNC(=O)c1ccccc1Cl`?
AI-2 QS modul: 21.9; PolyA inhibitor: inactive; HSP90 inh: 2.1; HSF1 inh: 4.9; HSF-1 act: 33.9; GSK3B inh: 1.7; Dyrk1A ADPGlo: 6.7; Platelet DG rel: -20.6

Results for Fc1ccccc1NC(=S)Nc1cccnc1 ?
AI-2 QS modul: 24.2; PolyA inhibitor: inactive; HSP90 inh: -7.1; HSF1 inh: 3.4; HDAC3 inhib: 8.1; HSF-1 act: 24.2; GSK3B inh: 3.3; Dyrk1A ADPGlo: -3.9; GSK3A inh: 2.0; Platelet DG rel: -5.3

How did O=C(NCc1ccccn1)c1nc(Cn2ccc([N+](=O)[O-])n2)no1 do in these assays?
AI-2 QS modul: 20.0; PolyA inhibitor: inactive; HSP90 inh: -1.0; HSF1 inh: -4.1; HDAC3 inhib: 1.8; HSF-1 act: 3.4; GSK3B inh: -1.1; Dyrk1A ADPGlo: 3.8; GSK3A inh: -1.1; Platelet DG rel: 0.4

How did CC(=O)NCCC(=O)Nc1nc(-c2ccc3c(c2)OCCO3)cs1 do in these assays?
AI-2 QS modul: 24.4; PolyA inhibitor: inactive; HSP90 inh: -3.5; HSF1 inh: 4.4; HDAC3 inhib: -2.1; HSF-1 act: 16.3; GSK3B inh: -3.9; Dyrk1A ADPGlo: 8.5; GSK3A inh: -4.4; Platelet DG rel: -1.5

Results for O=C(CCC1CCN(C(=O)c2cc(C(F)(F)F)ccc2Cl)CC1)NC1CC1 ?
HSP90 inh: 3.0; HSF1 inh: -0.6; HDAC3 inhib: -1.8; HSF-1 act: -4.4; GSK3B inh: -26.3; Dyrk1A ADPGlo: -0.3; GSK3A inh: 0.2; Platelet DG rel: 10.3

What do the screens show for `CN(CC(=O)N1CCCCC1)S(=O)(=O)c1cccc2nsnc12`?
AI-2 QS modul: 31.4; PolyA inhibitor: inactive; HSP90 inh: 2.6; HSF1 inh: -4.9; HDAC3 inhib: -1.0; HSF-1 act: -0.1; GSK3B inh: 1.4; Dyrk1A ADPGlo: 5.2; GSK3A inh: 1.6; Platelet DG rel: -7.6

What do the screens show for `CCOc1ncccc1C(=O)OCc1ccc(C(=O)OC)cc1`?
AI-2 QS modul: 31.4; PolyA inhibitor: inactive; HSP90 inh: -0.8; HSF1 inh: 4.5; HSF-1 act: -0.5; GSK3B inh: 3.8; Dyrk1A ADPGlo: -2.0; GSK3A inh: 2.2; Platelet DG rel: 7.5

What do the screens show for `CN1CCN(C(=S)NC(=O)c2cccc(S(=O)(=O)N(C)C)c2)CC1`?
AI-2 QS modul: 29.1; PolyA inhibitor: inactive; HSP90 inh: 4.1; HSF1 inh: -1.3; HDAC3 inhib: -8.2; HSF-1 act: 6.0; GSK3B inh: -1.6; Dyrk1A ADPGlo: 7.8; GSK3A inh: -8.4; Platelet DG rel: 0.7

What do the screens show for `CCc1noc(C)c1C(=O)N1CCN(S(=O)(=O)c2ccc(C(C)=O)cc2)CC1`?
AI-2 QS modul: 26.6; PolyA inhibitor: inactive; HSF1 inh: 2.4; HSF-1 act: -4.5; GSK3B inh: -1.0; Dyrk1A ADPGlo: -3.4; Platelet DG rel: 13.3

Results for O=C(CCc1ccccc1)Nc1ccc(NC(=O)C2CC2)nc1 ?
AI-2 QS modul: -2.1; PolyA inhibitor: inactive; HSP90 inh: -1.1; HSF1 inh: -2.5; HDAC3 inhib: 5.4; HSF-1 act: 6.5; GSK3B inh: 1.1; Dyrk1A ADPGlo: 4.8; GSK3A inh: 0.8; Platelet DG rel: -8.4

Results for Cc1nc2cc(C(=O)OCC(=O)Nc3ccc(C#N)cc3)ccc2n1-c1ccccc1 ?
AI-2 QS modul: 10.3; PolyA inhibitor: inactive; HSP90 inh: -1.2; HSF1 inh: 6.1; HDAC3 inhib: -3.2; HSF-1 act: 16.4; GSK3B inh: -7.1; Dyrk1A ADPGlo: 1.6; GSK3A inh: 0.9; Platelet DG rel: -9.8

How did CCc1ccc(NC(=S)NCc2ccccc2)cc1 do in these assays?
AI-2 QS modul: -25.3; PolyA inhibitor: inactive; HSP90 inh: -0.2; HSF1 inh: 10.2; HDAC3 inhib: -5.0; HSF-1 act: 28.3; GSK3B inh: -4.4; GSK3A inh: -1.6; Platelet DG rel: 6.2

How did CCOc1ccccc1N1CC(C(=O)Nc2cc(Cl)ccc2C)CC1=O (stereo not given) do in these assays?
PolyA inhibitor: inactive; HSP90 inh: -3.5; HSF1 inh: -5.6; HDAC3 inhib: -0.2; HSF-1 act: 1.4; Dyrk1A ADPGlo: 9.3; GSK3A inh: -4.0; Platelet DG rel: 2.4

What do the screens show for `CCCOc1ccccc1NC(=O)c1ccc([N+](=O)[O-])cc1`?
AI-2 QS modul: -0.4; PolyA inhibitor: inactive; HSP90 inh: 2.4; HSF1 inh: 1.1; HDAC3 inhib: -8.5; HSF-1 act: 13.6; GSK3B inh: -0.5; Dyrk1A ADPGlo: -0.8; GSK3A inh: 5.7; Platelet DG rel: 4.9

How did O=[N+]([O-])c1ccc2c(c1Nc1ccccc1Cl)=NC1(CCCCC1)N=2 do in these assays?
AI-2 QS modul: 15.0; PolyA inhibitor: inactive; HSP90 inh: 3.6; HSF1 inh: 1.9; HDAC3 inhib: -3.8; HSF-1 act: -1.0; GSK3B inh: 1.3; GSK3A inh: -4.2; Platelet DG rel: -11.3

How did CCC(C)(C)C1CCC2(CC1)NC(CO)(CO)CO2 (stereo not given) do in these assays?
AI-2 QS modul: 5.9; PolyA inhibitor: inactive; HSP90 inh: 1.1; HSF1 inh: -4.5; HDAC3 inhib: -0.8; HSF-1 act: -17.0; GSK3B inh: -1.9; Dyrk1A ADPGlo: -5.7; GSK3A inh: -2.6; Platelet DG rel: 14.9

Results for CCOc1ccccc1NC(=O)C1COc2ccccc2O1 (stereo not given) ?
AI-2 QS modul: 4.6; PolyA inhibitor: inactive; HSP90 inh: -1.4; HSF1 inh: 2.6; HDAC3 inhib: -1.6; HSF-1 act: 7.5; GSK3B inh: 0.8; Dyrk1A ADPGlo: 7.4; GSK3A inh: 3.7; Platelet DG rel: -1.8

Some of the compounds tested, so the mix of outcomes need not match the whole.
